GoLoco inh red: RGS12 GoLoco-Gai1 interaction inhibition | P63096 | Gai1:RGS12 GoLoco peptide FP, rhodamine, 10 min | Potency, µM (top dose mostly 61.6 µM), for the others: at the top dose activity, negative = inhibition, most hits filed as inhibitors | actives 0.44% (n = 230,000) | AID 880; active = well fitted inhibition curve with a large enough effect, not every such curve was filed as active; inactive = no such curve, though single readings can be large or run the other way; note: % is set by controls: 0 for no effect and ±100 for the full control effect; nearly all actives have a fitted effect of over 30% in size; many of its hits are not listed in these tables
Target sequence (P63096 whole entry, looked up): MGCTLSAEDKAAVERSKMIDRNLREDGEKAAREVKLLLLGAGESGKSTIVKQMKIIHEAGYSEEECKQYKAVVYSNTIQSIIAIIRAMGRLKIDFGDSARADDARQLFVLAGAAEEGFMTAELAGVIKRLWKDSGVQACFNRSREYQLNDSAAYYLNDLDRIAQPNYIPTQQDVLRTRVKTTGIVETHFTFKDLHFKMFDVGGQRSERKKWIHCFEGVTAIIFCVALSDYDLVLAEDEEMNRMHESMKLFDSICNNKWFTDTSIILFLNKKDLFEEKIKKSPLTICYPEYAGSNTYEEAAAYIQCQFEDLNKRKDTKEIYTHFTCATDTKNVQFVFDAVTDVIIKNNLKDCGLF
GAA glycogen mod: inhibitors or activators of human alpha-glucosidase glycogen cleavage. AID 2100. recombinant GAA, glycogen substrate, Amplex Red glucose oxidase fluorescence. Potency, µM (doses to about 76.4 µM), for inactives: top-dose activity change, negative = inhibition, most hits filed as inhibitors. P10253. actives 0.38% (n = 300,000);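 note: 0% = full enzyme reaction and -100% = no-enzyme basal signal; the screen sought inhibitors and activators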
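qHTS, 1536-well; enzyme 4 nM final; cpd up to 77 uM; substrate bovine liver glycogen 30 ug; 50 mM citrate/phosphate pH 5.0, 0.01% Tween-20; 37 C, 40 min; Amplex Red detection 45 min RT; Hill fit → AC50.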
GAA spleen mod: inhibits or activates alpha-glucosidase in human spleen homogenate; P10253; human spleen homogenate, 4-MU-alpha-glucoside fluorescence; Potency, µM (series often up to 79.9 µM), for inactives: at the top dose activity change, negative = inhibition, usual class: inhibitors; actives 0.006% (n = 240,000); AID 2112;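 note: 0% = enzyme with vehicle and -100% = no enzyme basal signal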
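Human spleen homogenate (1 ug) incubated with compounds and 1 mM 4-methylumbelliferyl-alpha-D-glucopyranoside in pH 5.0 citrate/phosphate buffer, 37 C, 40 min. Stopped at pH 10; 4-MU fluorescence (Ex 365/Em 440 nm); AC50 by Hill fit.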
IMPase Li inh: IMPase inhibition in cells with lithium potentiation | CHO-M1 cells, IP1 TR-FRET (IP-One), carbachol + lithium | Potency, µM (titrated, usually from 59.4 µM), inactives show at the top dose activity, negative = IMPase inhibition, hits mostly inhibitors | actives 0.35% (n = 210,000);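 note: IP1 builds up when IMPase is blocked and the TR-FRET signal falls; plate controls were basal vehicle for no effect and high inhibitor control for full effect; nearly all actives have a fitted effect of over 50% in size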
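Lithium-sensitised IP1 accumulation assay; M1-expressing CHO cells treated 30 min at 37C with compound. Competitive antibody detection by time-resolved FRET followed a 10 min room-temperature lysis step.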
GAA inh: alpha-glucosidase (human) inhibition; purified human GAA, 4-MU-alpha-glucoside fluorescence; P10253; actives 0.005% (n = 200,000); Potency, µM (top dose mostly 76.9 µM), for the others: at the highest dose activity change, negative = inhibition, most hits filed as inhibitors; AID 1466;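 note: plate controls were uninhibited enzyme wells for no effect and no-enzyme background for full effect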
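AC50 values come from Hill fits of compound titrations (up to 77 uM) against 4 nM human enzyme. Substrate 4-methylumbelliferyl-alpha-D-pyranoside at 400 uM, pH 5.0 citrate buffer, 20 min room temperature; fluorescence Ex 365/Em 440 after alkaline stop.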
HTT aggregate: mutant huntingtin aggregation inhibition; PC12 HttQ103-GFP aggregates, Acumen cytometry, 40 h; actives 1.1% (n = 220,000); Potency, µM (top dose mostly 46.1 µM), for inactives: at the highest dose activity change, negative = inhibition, usual class: inhibitors; note: % is set by controls: 0 for no effect and ±100 for the full control effect; nearly all actives have a fitted effect of over 60% in size
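Compounds (qHTS titration) were added to PC12 cells expressing an ecdysone-driven HTT exon 1 Q103–GFP fusion after induction with 100 nM tebufenozide. Aggregate formation was measured as GFP objects in cell lysates.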
HTT ATP protect: cytoprotection in Huntington HTT-Q103 PC12 cell model | PC12 HTT-Q103 induced, cytoprotection, ATP luminescence, 40 h | actives 0.14% (n = 230,000) | AID 1471 | Potency, µM (titrated, usually from 56.4 µM), inactives show cytoprotection (ATP increase), actives largely listed as activators;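 note: % of control where 0% means no effect; nearly all actives have a fitted effect of over 45% in size; toxic huntingtin expression switched on by the ecdysone agonist tebufenozide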
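Huntington model: PC12 line, ecdysone-inducible HTTQ103 exon1–GFP, tebufenozide 100 nM. Test articles in a dose series. Endpoint luminescence from cellular ATP.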
* hit, by the source's call; i = inactive; ? = inconclusive; nt = no result given; & = joins results of further samples; [ ] = dose if it differs, or a comment. Unless noted, calls come from the whole dose curve; as a rule, active = well fitted curve in the direction sought with a large enough effect; inconclusive = small, poorly fitted or top-dose-only effect, or another doubt; inactive = no such curve, though single readings can be large; an effect the other way counts as inactive or inconclusive. Potency is the fitted concentration of half-maximal effect.

Start of the listing, in advance, 3 compounds:
SMILES | GoLoco inh red | GAA glycogen mod | GAA spleen mod | IMPase Li inh | GAA inh | HTT aggregate | HTT ATP protect
O=C(COc1ncnc2ccccc12)Nc1ccc(Cl)c([N+](=O)[O-])c1 | 8% | -6% | -6% | 2% | -9% | -4% | 24%[10 µM]
CN1C[C@H](c2ccccc2)C(O)([C@]2(c3ccccc3)CN(C)C[C@@H](c3ccccc3)C2=O)[C@H](c2ccccc2)C1 (some centres not stated) | 0%[14.2 µM] | nt | nt | 28% | nt | nt | -8%[10 µM]
CCCCCSc1nnc2c(n1)OC(c1cccn1C)N(C(C)=O)c1ccccc1-2 (configuration not stated) | -15% | 1% | -6% | -15%[38.3 µM] | 1% | -4% | 8%

This part in full, repeating the preview:
SMILES | GoLoco inh red | GAA glycogen mod | GAA spleen mod | IMPase Li inh | GAA inh | HTT aggregate | HTT ATP protect
O=C(COc1ncnc2ccccc12)Nc1ccc(Cl)c([N+](=O)[O-])c1 | 8% | -6% | -6% | 2% | -9% | -4% | 24%[10 µM]
CN1C[C@H](c2ccccc2)C(O)([C@]2(c3ccccc3)CN(C)C[C@@H](c3ccccc3)C2=O)[C@H](c2ccccc2)C1 (some centres not stated) | 0%[14.2 µM] | nt | nt | 28% | nt | nt | -8%[10 µM]
CCCCCSc1nnc2c(n1)OC(c1cccn1C)N(C(C)=O)c1ccccc1-2 (configuration not stated) | -15% | 1% | -6% | -15%[38.3 µM] | 1% | -4% | 8%
CC(C)OCCCN(CC(O)c1ccccc1)CC(O)c1ccccc1 (configuration not stated) | 12% | -2% | 5% | 0% | -10% | 22% | nt
CC(C)NC[C@H](O)c1ccc2ccccc2c1 | -2% | nt | -1% | 6%&-1% | nt | nt | 0%
CCOC(=O)/C=c1\s/c(=C\c2sccc2C)c(=O)n1CC(=O)NCc1ccc(C)cc1 | 38%[activator] | -5% | -4% | -12% | 4% | -13% | -60%[inhibitor]
N#C/C(=C(/O)c1ccc([N+](=O)[O-])s1)c1nc2ccccc2[nH]1 | 1% | 1% | 2% | nt | ? | -14%[9.22 µM] | -21%[10 µM]
O=C(Nc1ccc2c(c1)OCO2)c1cnn2c(C(F)(F)F)cc(-c3ccco3)nc12 | -5% | 9% | -16% | 21%[38.3 µM] | 2% | 9% | -12%
Clc1ccc(-c2n[nH]c3c2CCC3)c(Cl)c1 | 1% | -5% | -3% | -1%[38.3 µM] | -6% | -18% | -3%
Cc1ccccc1C(=O)N/N=C/c1ccsc1C | 8% | 3% | -4% | 14% | 0% | -12% | nt
O=C(/C=C/c1ccc(OCCCF)cc1)NCc1cccc(Cl)c1 | 3% | 1% | 2% | 13%[38.3 µM] | ? | 3% | -4%
N#Cc1cc2c(ccc3ccccc32)oc1=O | 15% | nt | 3% | ? | ? | -26% | -11%
COc1ccccc1-c1cn(S(=O)(=O)c2ccc(C)cc2)nc1N | 10% | -19% | -4% | 20%[38.3 µM] | -6% | -28% | 4%[0.074 µM]
Cc1n[nH]c(=S)c2nn(-c3ccccc3)c(C)c12 | 13% | 0% | 8% | 14µM* | 2% | 3% | -3%
Fc1ccc(Nc2nnns2)cc1 | -5% | 0% | 3% | nt | ? | 8%[9.22 µM] | -10%[10 µM]
CCOc1ccc2nc(NC(=O)CSc3nc4c(c(=O)n(C)c(=O)n4C)n3C(C)C)sc2c1 | -3% | -8% | -18% | 25%[38.3 µM] | -2% | -29% | -34%[inhibitor][10 µM]
O=C(CSc1nnc(CNC(=O)c2ccccc2F)o1)NCC1CCCO1 (configuration not stated) | -5% | -1% | -2% | 19%[38.3 µM] | -3% | 10% | 17%
CC/C(O)=C1\C(=O)CC(c2ccccc2)CC1=NCCC(=O)O (configuration not stated) | 4% | 2% | -1% | 6% | -1% | -5% | 22%[10 µM]
O=S(=O)(NCc1ccccn1)c1cccc2nsnc12 | 11% | 3% | 5% | 9%[38.3 µM] | 1% | 6%[9.22 µM] | 15%
CCC(=O)NC(Nc1nc(C)cs1)(C(=O)OC)C(F)(F)F (configuration not stated) | -7% | -4% | 2% | -8% | -9% | 16% | nt
O=C(NCCc1ccncc1)Nc1ccccc1Cl | 1% | 6% | -1% | 13%[38.3 µM] | -2% | -10% | 12%
COc1ccc(CCN(C)CCC(=O)Nc2cccc(C)c2)cc1OC | 7% | 1% | 1% | nt | nt | -8%[9.22 µM] | -5%[10 µM]
Cc1ccc(NC(=O)COC(=O)CCc2c[nH]c(=O)[nH]2)cc1 | -4% | -1% | -5% | 16%[38.3 µM] | 5% | 25% | 29%
Cc1c(NC(=O)c2cccnc2C(=O)O)cccc1C(=O)O | -17% | -2% | 2% | -2% | 0% | 17% | 18%[10 µM]
CC1(C(=O)N2CC3(CC(c4cccc(NC(=O)CC(c5ccccc5)c5ccccc5)c4)=NO3)C[C@@H]2C(N)=O)CC1 (some centres not stated) | -6% | -1% | 8% | nt | nt | 0%[9.22 µM] | -6%[10 µM]
CC(C)(C)S(=O)(=O)c1ccc2nc3c(n2c1)CCCC3 | -1% | 2% | 5% | -10%[38.3 µM] | 7% | -10% | -25%[0.074 µM]
CC(=O)c1ccc(N2CCN(C(=O)CCC(=O)c3cccs3)CC2)cc1 | i | 6% | 0% | 2% | 1% | -8% | -19%
CCn1c(N2CCN(S(=O)(=O)c3ccccc3C(F)(F)F)CC2)nc2ccccc21 | nt | 13% | -2% | nt | -5% | ? | -35%
Cc1cc(S(=O)(=O)NCC(c2ccccc2)c2ccccc2)ccc1-n1cnnn1 | -2% | 4% | 15% | 37%[activator][38.3 µM] | -20% | ? | -51%[inhibitor]
CC(=O)c1cccc(NC(=O)N2CCCC2C(=O)NCc2ccc(C)cc2)c1 (configuration not stated) | 2% | 9% | 3% | 5% | 2% | -8% | -3%[10 µM]
COc1ccc(C2/C(=C(/O)c3ccc4c(c3)CC(C)O4)C(=O)C(=O)N2CCN2CCOCC2)cc1 (configuration not stated) | 2% | 6% | -2% | -13%[38.3 µM] | 0% | 4% | -14%[0.074 µM]
O=[N+]([O-])c1c(NCCCO)cc(Sc2ccc(Cl)cc2)c2nonc12 | 0% | 10% | 0% | 16% | -6% | ? | -5%[10 µM]
N/C(=N/O)c1ccccc1N1CCC(Cc2ccccc2)CC1 | 11% | -28% | -4% | 5% | -6% | ? | -33%[inhibitor]
CCOC(=O)c1[nH]cnc1C(=O)Nc1cccc(Cl)c1 | -2% | -22% | -7% | -9% | 12% | -6%[9.22 µM] | -7%
CCC(CC)=NNc1cccc([N+](=O)[O-])c1 | -4% | -16% | 4% | 16% | -5% | 4% | 6%[10 µM]
CC1(C)Cc2cccc(OCC(=O)N3CCN(S(=O)(=O)c4ccccc4F)CC3)c2O1 | 6% | -5% | -1% | 12%[38.3 µM] | ? | -3% | -13%
CC(C)OC(=O)COc1ccc(-c2ccccc2)cc1 | 0% | -3% | 3% | -5%[38.3 µM] | -9% | 14% | -11%
CC1(C)CC(N(Cc2ccco2)C(=O)Cc2ccccc2)CCO1 (configuration not stated) | 6% | -11% | -5% | -5%[38.3 µM] | -1% | ? | -10%
CCCC(C(=O)O)N1C(=O)/C(=C2\C(=O)N(C)c3ccccc32)SC1=S (configuration not stated) | -7% | 10% | -1% | 5%[38.3 µM] | 22% | 0% | 2%
CN(C)c1ccc(C(=S)N2CCN(c3ccccc3)CC2)cc1 | 4% | 6% | -6% | 5%[38.3 µM] | -7% | 9% | -8%[0.074 µM]
Cc1ccccc1-c1cncnc1NC1CCNCC1 | -10% | nt | -4% | 4% | nt | nt | 18%
CC1=NN(c2nc(-c3ccc(F)cc3)cs2)C(=O)C1 | 14% | -17% | 0% | -3%[38.3 µM] | 6% | -7% | -21%
CCOC(=O)CN1C(=O)N[C@@H](c2cccc(F)c2)C(C(C)=O)=C1C | 3%[14.2 µM] | nt | -4%[17.4 µM] | 5% | nt | nt | -14%[10 µM]
CCc1ccc(N(C(=O)Cn2nnc(-c3ccccc3)n2)C(C(=O)NC2CCCCC2)c2ccccn2)cc1 (configuration not stated) | 7% | -1% | -3% | -8% | 2% | 12% | -6%[10 µM]
COc1cccc(N2C(=O)C3CC=C(Cl)CC3C2=O)c1 (configuration not stated) | 2% | 0% | -1% | 18%[38.3 µM] | 2% | -18% | 11%
COc1ccccc1-n1cc(CN2CCN(CC=C(C)C)C(CCO)C2)cn1 (configuration not stated) | -9% | 2% | 4% | nt | nt | -2%[9.22 µM] | 2%[10 µM]
Cc1nc2c(-c3ccc(F)cc3)c(C)nn2c(C)c1CCC(=O)N1CCC(Cc2ccccc2)CC1 | 6% | -4% | -2% | 18%[38.3 µM] | -6%[15.4 µM] | -23% | -13%
O=C(N/N=C/c1cccn1-c1ccc([N+](=O)[O-])cc1)C(O)c1ccccc1 (configuration not stated) | 8% | 5% | 5% | 8% | 2% | 21% | 13%[10 µM]
CN(Cc1cccnc1)Cc1cn[nH]c1-c1ccc(-c2ccccc2)cc1 | 8% | -4% | -7% | nt | nt | -9%[9.22 µM] | 3%[10 µM]
O=C(COc1ccc(Cl)cc1Cl)NN1C(=O)C2C3C=CC(C3)C2C1=O (configuration not stated) | -7% | -7% | -1% | nt | nt | -1%[9.22 µM] | 15%[10 µM]
Additional structures
SMILES | GoLoco inh red | GAA glycogen mod | GAA spleen mod | IMPase Li inh | GAA inh | HTT aggregate | HTT ATP protect
COc1ccc2nc(C)c(C(=O)NN)cc2c1 | 10% | -1% | 9% | -4% | -8% | -11% | nt
S=C(NCCc1ccccc1)Nc1ccc(Cl)cc1Cl | 2% | -12% | 2% | 14%[38.3 µM] | -3% | -20% | -32%
CC1=CC(C)(C)N(C(=O)CSc2nccn2C)c2cc(C)ccc21 | -1% | 2% | -2% | 1%[38.3 µM] | -6% | 5% | 17%
C[C@H](NC(=O)NCCc1ccccc1)C(=O)O | -8% | 0% | -4% | nt | 3% | 7% | 0%
CC(C)Oc1ccc(/C(O)=C2/C(=O)C(=O)N(CCN3CCOCC3)C2c2ccccc2)cc1 (configuration not stated) | -9% | -1% | -4% | 5µM* | -8% | 2% | -7%
CCn1c(-c2ccc(N(C)C)cc2)nc2ccccc21 | -2% | 2% | 4% | -1%[38.3 µM] | 11% | 10µM* | -97%[inhibitor]
Cc1cc(NC(=O)Nc2ccc(Cl)cc2)n(-c2ccccc2)n1 | 7% | 3% | 3% | nt | nt | -22%[9.22 µM] | -8%[10 µM]
COc1cccc(NC(=S)/C(=C(\[O-])c2cc(C)n(-c3ccccc3F)c2C)[n+]2ccc(N(C)C)cc2)c1 | 12% | ? | -2% | 11% | -14% | 13µM* | -78%[inhibitor]

Assay outcomes from PubChem BioAssay.

Only part of the results is shown; count on the stated rates, not on these rows.
